Source: PubChem (Sanford-Burnham Center for Chemical Genomics)
IAP activation: activators of mouse IAP, confirmation, biochemical, luminescence, single concentration (AID 434970) | 11,000 compounds, 2.9% hits | activity change, negative = activation, % at 10 µM | intestinal alkaline phosphatase [Mus musculus] | purified mouse IAP, CDP-Star luminescence, 30 min; stronger effect = lower value; in the data active = activity change below about -85%;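 also: percent relative to enzyme plus DMSO wells and wells without enzyme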
IAP activation Fold change: further read-out of IAP activation, marked with its call; activation factor; measured here: IAP activation factor; stronger effect = higher value;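 fold luminescence change scaled to plate control wells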
The depositor's hits bear a star. Not all compounds are listed (hit frequency here may not be typical).

SMILES	IAP activation	IAP activation Fold change
O=C(CSc1nnc(C2CC2)n1Cc1ccccc1)c1ccc(S(=O)(=O)N2CCOCC2)cc1	-9	1.1
CCCS(=O)(=O)N1CCc2cc(OC)c(OC)cc2C1	0	1
CSCCC(NC(=O)c1ccccc1)C(=O)OCC(=O)Nc1ccc(C)c(Cl)c1 (configuration not stated)	4	0.96
COc1ccccc1NC(=S)NCCc1ccc(Cl)cc1	-33	1.3
CCN1CCN(CCCNC(=O)C2c3ccccc3C(=O)N(C)C2c2ccc(OC)cc2)CC1 (configuration not stated)	-1	1
CCOC(=O)C1=NN(c2ccccc2)C(c2ccccc2)CC1=O (configuration not stated)	-8	1.1
COC(=O)C/C=C/N(Cc1ccccc1OC)S(=O)(=O)CCl	4	0.96
COC(=O)c1cc(NC(=O)Cc2coc3cc(OC)ccc23)cc(C(=O)OC)c1	15	0.85
O=C(Oc1ccc2ccccc2c1Cl)N1CCCC1	2	0.98
CCCCCn1c(=O)[nH]c2cc(C(=O)NCCN(CC)CC)ccc2c1=O	2	0.98
CO/C([O-])=N/c1c[n+](-c2ccc(Cl)cc2)no1	8	0.92
CCOC(=O)C1CCCN(CC(=O)NC2=Nc3ccccc3N=C(C)C2c2ccccc2)C1 (configuration not stated)	5	0.95
CC[C@]12c3[nH]c4cc(CCC(=O)N(C)C)ccc4c3CCN1C(=O)[C@@H](CC(=O)NCC13CC4CC(CC(C4)C1)C3)C[C@@H]2C(=O)N1CCN(C(=O)C2CC2)CC1	-15	1.1
Cc1n[nH]c(C)c1CCc1nc2c3ccccc3nc(SCC(=O)Nc3ccccc3F)n2n1	4	0.96
O=C(O)c1sccc1SCc1ccc(Cl)cc1Cl	0	1

Pulled by compound from above, 7 records:
SMILES	IAP activation	IAP activation Fold change
CCN1CCN(CCCNC(=O)C2c3ccccc3C(=O)N(C)C2c2ccc(OC)cc2)CC1 (configuration not stated)	-1	1
CCOC(=O)C1CCCN(CC(=O)NC2=Nc3ccccc3N=C(C)C2c2ccccc2)C1 (configuration not stated)	5	0.95
O=C(Oc1ccc2ccccc2c1Cl)N1CCCC1	2	0.98
CCCS(=O)(=O)N1CCc2cc(OC)c(OC)cc2C1	0	1
O=C(O)c1sccc1SCc1ccc(Cl)cc1Cl	0	1
CO/C([O-])=N/c1c[n+](-c2ccc(Cl)cc2)no1	8	0.92
CSCCC(NC(=O)c1ccccc1)C(=O)OCC(=O)Nc1ccc(C)c(Cl)c1 (configuration not stated)	4	0.96

Record cards, as listed above. Order of values: IAP activation	IAP activation Fold change
Record of O=C(O)c1sccc1SCc1ccc(Cl)cc1Cl → 0	1
Record of CCN1CCN(CCCNC(=O)C2c3ccccc3C(=O)N(C)C2c2ccc(OC)cc2)CC1 (configuration not stated) → -1	1

Going on with the list:
SMILES	IAP activation	IAP activation Fold change
CC(Sc1ccc2c(c1)OCCO2)C(=O)Nc1ccc2c(c1)OCO2 (configuration not stated)	-4	1
O=C(CSc1nnc(Cc2ccccc2)o1)NCCN1C(=O)CSC1=O	-12	1.1
CC(=O)c1cccc(NC(=O)CCNS(=O)(=O)c2cccc(C(C)=O)c2)c1	7	0.93
CCOC(=O)c1ccc(N=c2sc(C(=O)OC)cc(=O)n2C2CC2)cc1	1	0.99
CCOC(=O)c1sc(N=NC2=C(O)CC(C)(C)CC2=O)c(C(=O)OCC)c1C	-210*	3.1*
O=C(O)CSC1CC(=O)N(c2cccc(Cl)c2)C1=O (configuration not stated)	16	0.84
O=S(=O)(c1ccc2c(c1)oc1ccccc12)N1CCOCC1	-11	1.1
COc1ccc(Cc2nc(C(=O)Nc3ccc(Cl)cc3)cs2)cc1	-6	1.1
CC(=O)c1cc2c(cc1NC(=O)C1CC=CCC1C(=O)O)OCO2 (configuration not stated)	2	0.98
CCCCOc1ccc(C(=O)Nc2cc(C)c(OCC(=O)N3CCOCC3)c(C)c2)cc1	-8	1.1
COc1ccc(-n2c(=S)[nH]c3cc(C(=O)NCCCN4CCCC4=O)ccc3c2=O)c(OC)c1	2	0.98
COc1ccc(C2SCC(=O)N2c2c(C)n(C)n(-c3ccccc3)c2=O)cc1OC (configuration not stated)	-6	1.1
Cn1c(=O)c2c(nc(NC3CCCCC3)n2CC(=O)C23CC4CC(CC(C4)C2)C3)n(C)c1=O	-465*	5.6*
COc1ccc(S(=O)(=O)n2ccc(C(C)Oc3ccc(-c4ccccc4)c(F)c3)n2)cc1 (configuration not stated)	5	0.95
O=C(NCCSCc1ccco1)Nc1cc(Cl)cc(Cl)c1	-27	1.3
C(=N\Nc1ncnc2sc3c(c12)CCC3)/c1ccncc1	-2	1
COc1ccc(C(=O)CSc2nnc(Cn3cnc4ccccc43)o2)cc1	0	1
COC(=O)Nc1ccc2c(c1)OCO2	10	0.9
CCN1/C(=C/c2ccc3cc(C)ccc3[n+]2CC)Sc2ccc3sccc3c21	38	0.62
c1ccc(-n2nnnc2SCc2cn3ccccc3n2)cc1	4	0.96
O=C(NCCCn1ccnc1)c1ccc2c(c1)OCCO2	-1	1
O=C(CNS(=O)(=O)c1cccs1)Nc1ccc2c(c1)OCCO2	7	0.93
CCOC(=O)c1ccc(S(=O)(=O)n2c(CN3CCCCC3)nc3ccccc32)cc1	9	0.91
C=C(C)c1cccc(C(C)(C)NC(=O)Nc2ccc(C(N)=O)cc2)c1	-118*	2.2*
Cc1c(C(=O)O)c2cc(O)ccc2n1-c1ccccc1	-2	1
CN1CCN(NC(=O)CN2C(=O)/C(=C/c3c(Cl)cccc3Cl)SC2=S)CC1	2	0.98
S=C(NCCC(c1ccccc1)c1ccccc1)Nc1ccc(Cl)cc1	-110*	2.1*
CCOC(=O)c1c2c(n(C)c1COC)C(=O)C(=O)c1ccc(Br)cc1-2	10	0.9
O=C(Nc1cccc(-c2cccc(F)c2)c1)C1CCN(C2CCC2)CC1	-155*	2.5*
CCOC(=O)CC[C@H](NC(=O)Cn1cnc2c(NCc3ccccc3)ncnc21)C(=O)OCC	-12	1.1
Cc1ccc(C2=NN3C(C(=O)c4ccccc4)Oc4ccccc4C3C2)cc1 (configuration not stated)	8	0.92
COc1cc2c(cc1OC)CN(C(=O)NS(=O)(=O)c1ccc(C)cc1)CC2	9	0.91
Cc1ccc(NC(=O)C(=O)NNC(=O)c2ccccc2C)cc1Cl	11	0.89
COc1ccc(-c2csc(NC(=O)CC(C)C)n2)cc1	0	1
Cn1c(=O)cc(SCC(=O)NCC2CCCO2)c2ccc(Cl)cc21 (configuration not stated)	0	1
O=C(Nc1ccccc1C(F)(F)F)c1cccnc1	2	0.98
Cc1ccccc1N(CC(N)=O)S(C)(=O)=O	8	0.92
CCOC(=O)N1CCN(c2nc(-c3cccc(OC)c3)cc(C(F)(F)F)n2)CC1	11	0.89
COc1ccc(Cc2nc(-c3ccc(Cl)cc3)no2)cc1	8	0.92
CCC1CCC(C(=O)NC(C(=O)Nc2ccc3c(c2)OCCO3)C(C)C)CC1 (configuration not stated)	-8	1.1
N=C1S/C(=C\c2ccco2)C(=O)N1c1ccc2c(c1)OCO2	78	0.22
Cc1onc(-c2ccccc2)c1C(=O)NCC1CCN(C(=O)c2c(-c3ccccc3)noc2C)CC1	4	0.96
Cc1ccc(C)n1-c1ccc(C(=O)O)cc1	-10	1.1
CCn1c(CNc2ccc(Cl)cc2)nnc1SCc1ccccc1	1	0.99
CC(=O)Nc1ccc2nc(-c3ccncc3)[nH]c2c1	2	0.98
Cc1cc2oc(=O)cc(-c3ccccc3)c2c(C)c1-c1ccc(F)c(Cl)c1	11	0.89
CCCc1[nH]nc2c1C(c1ccc(OC)c(Cn3nc(C)c(Br)c3C)c1)C(C#N)=C(N)O2 (configuration not stated)	7	0.93
COc1ccc(Br)cc1/C=c1\sc2nc(-c3ccco3)nn2c1=O	70	0.3
O=C(COC(=O)CNC(=O)c1ccccc1Cl)Nc1ncc(C(F)(F)F)cc1Cl	-6	1.1
COc1ccc2[nH]c3c(c2c1)CCN1C(=O)C(CC(=O)NCc2ccco2)C[C@H](C(=O)N(C(C)C)C(C)C)[C@@]31C (some centres not stated)	0	1
CC(C)n1c(CNC(=O)c2ccccc2)nc2ccccc21	-11	1.1
COc1ccc(Cn2c(CCC(=O)Nc3ccc(C)c(C)c3)nc3cccnc32)cc1	-13	1.1
COc1ccc2cc(S(=O)(=O)NCCCN3CCOCC3)ccc2c1	11	0.89
C=CCN1C2CCCC1CC(NC(=O)Nc1cccc(C(C)=O)c1)C2 (configuration not stated)	3	0.97
Fc1ccc(-c2[nH]ncc2-c2nnnn2-c2ccccc2)c(F)c1	0	1
COc1ccc(-c2nn(-c3ccccc3)cc2CO)cc1OC	-5	1.1
CC(C)N(C(=O)[C@H]1C[C@H](CC(=O)NCCN2CCOCC2)C(=O)N2CCc3c([nH]c4ccc(Cl)cc34)[C@]12C)C(C)C	-10	1.1
CCCCNC(=O)C1C2C=CC3(CN(Cc4ccccc4Cl)C(=O)C13)O2 (configuration not stated)	2	0.98
CCOc1cc(C(=O)Nc2cc(C)on2)cc(OCC)c1OCC	2	0.98
COC(=O)c1nc2ccccc2s1	11	0.89

A few values from above:
Reading of `CCOc1cc(C(=O)Nc2cc(C)on2)cc(OCC)c1OCC` under IAP activation Fold change: 0.98
Reading of `COC(=O)c1nc2ccccc2s1` under IAP activation: 11
Reading of `Fc1ccc(-c2[nH]ncc2-c2nnnn2-c2ccccc2)c(F)c1` under IAP activation: 0
Reading of `COc1ccc(Cn2c(CCC(=O)Nc3ccc(C)c(C)c3)nc3cccnc32)cc1` under IAP activation: -13

Next compounds follow.
SMILES	IAP activation	IAP activation Fold change
COC(=O)c1ccccc1NC(=O)N1CCN(S(=O)(=O)c2ccc(Cl)cc2)CC1	0	1
c1ccc(-n2nnnc2-c2cnc(-c3ccncc3)nc2-c2cccs2)cc1	10	0.9
Cc1ccc(NC(=O)/C(=C\c2ccc3c(c2)OCO3)NC(=O)c2ccco2)cc1	9	0.91
CC(C)C(OC(=O)c1cccs1)C(=O)NCc1cccs1 (configuration not stated)	9	0.91
C[C@]12c3[nH]c4ccc(Cl)cc4c3CCN1C(=O)[C@@H](CC(=O)NCc1ccco1)C[C@@H]2C(=O)N1CCOCC1	-7	1.1
COc1cc(OC)c(-c2c3cc(O)c(=O)cc-3oc3cc(O)c(O)cc23)cc1OC	59	0.41
CCC(Oc1ccccc1)C(=O)Nc1nc2c(s1)C(=O)CC(C)(C)C2 (configuration not stated)	4	0.96
O=C1CC(N2CCN(c3ccccc3F)CC2)C(=O)N1c1ccc2c(c1)OCCO2 (configuration not stated)	4	0.96
CC(=O)Nc1ccc(C2=NN(CC#N)C(=O)SC2)cc1	-14	1.1
COc1cc2c(c(OC)c1OC)C(c1ccc(O)cc1)CC(=O)O2 (configuration not stated)	1	0.99
C#CCOCCOCCOCCNc1nc(N2CCN(C(=O)CCCCCCCCCCNC(=O)[C@H]([C@@H](C)CC)n3cc(CCCCCN)nn3)CC2)nc(N2CCN(C(=O)CCCCCCCCCCNC(=O)[C@@H]([C@H](C)O)n3cc(C)nn3)CC2)n1	-310*	4.1*
O=C(NCCc1ccccc1)c1ccc(Cl)nc1	0	1
CCC(=O)N1c2ccccc2C(N(C(C)=O)c2ccccc2)CC1C (configuration not stated)	8	0.92
COc1ccccc1/C=C1\S/C(=N/NC(=O)c2cccc(Br)c2)NC1=O	4	0.96
COc1cccc(C=Nc2cccnc2)c1O	0	1
C=CCn1c(CSc2nc3ccccc3s2)nnc1SCC(=O)OCC	7	0.93
COc1ccc(OC)c(C2C(C(C)=O)=C(O)C(=O)N2CCc2ccc(OC)c(OC)c2)c1 (configuration not stated)	4	0.96
COc1ccccc1OCCCn1c(=O)oc2ccc(C)cc21	-12	1.1
CCNc1nnc(CSc2nc3ccccc3s2)s1	5	0.95
CC1CCCCC1NS(=O)(=O)c1ccc(-n2cnnn2)cc1 (configuration not stated)	6	0.94
O=C(Nc1ccc2c(c1)CCC2)Nc1ccccc1F	-68	1.7
Cc1ccc(C)c(N(C(=O)CCC(=O)Nc2cc(C)on2)C(C(=O)NC2CCCC2)c2ccco2)c1 (configuration not stated)	0	1
COc1ccc(/C=N/NC(=O)CCCC(=O)NC2CCCCC2)cc1	-6	1.1
Cc1ccc([N+](=O)[O-])cc1S(=O)(=O)Nc1ccc(O)c(Sc2ncn[nH]2)c1	89	0.11
c1coc(C2Nc3ccccc3C3OCCC23)c1 (configuration not stated)	-10	1.1
CCN(CC)C(=O)c1sc2nc(N3CCOCC3)c3c(c2c1N)CCCC3	1	0.99
O=C(C[C@H]1C[C@H](C(=O)N2CCOCC2)[C@@]2(CCC3CCCC3)c3[nH]c4ccc(Cl)cc4c3CCN2C1=O)NCCN1CCOCC1	-9	1.1
O=C(CCS(=O)(=O)c1ccc(Br)s1)NCc1ccccc1	-3	1
CC(C)[C@H]1COCCS(=O)(=O)N1Cc1ccccc1-c1ccccc1	-3	1
NS(=O)(=O)c1cccc(NC(=O)CSc2nnc(-c3ccncc3)n2C2CC2)c1	58	0.41
CN(C)S(=O)(=O)c1ccc(C(=O)OCC(=O)NC(=O)NCc2ccccc2)cc1	8	0.92
Cc1ccc(Nc2nc(N)nc(CN3CCc4ccccc4C3)n2)cc1	2	0.98
O=C(CSc1nnc(-c2ccccc2)o1)N1CCOCC1	12	0.88
Cc1c(-c2nnnn2-c2ccc(F)cc2)cnc2cc3c(cc12)OCO3	5	0.95
CCc1cc2c(NCc3ccco3)ncnc2s1	-7	1.1
CCOC(=O)C1=CNS(=O)(=O)NC1c1ccccc1 (configuration not stated)	0	1
Cc1ccc(NC(=O)C(C)Sc2nnc(-c3cccnc3)o2)cc1 (configuration not stated)	-5	1.1
Cc1ccc(S(=O)(=O)N2CCCC2C(=O)OCC(=O)Nc2ccc3c(c2)OCO3)cc1 (configuration not stated)	8	0.93
COc1ccc(C(=O)NCC(=O)OC2CCCCC2=O)cc1 (configuration not stated)	0	1
